Assay outcomes as filed in PubChem BioAssay.
OX1R antag = antagonists of human orexin 1 receptor (OX1R); inhibition, % at 6.6 µM; AID 485270, 2010; OX1R-expressing cells, FRET antagonist read-out; actives 1.8% (n = 330,000); Orexin/Hypocretin receptor type 1 (Homo sapiens), O43613; in the data active = inhibition mostly above about 38%, no sharp cut-off; inactive = mostly below about 40%;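 also: 0% = agonist challenge alone and 100% = reference antagonist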
Target sequence (O43613 whole entry, looked up): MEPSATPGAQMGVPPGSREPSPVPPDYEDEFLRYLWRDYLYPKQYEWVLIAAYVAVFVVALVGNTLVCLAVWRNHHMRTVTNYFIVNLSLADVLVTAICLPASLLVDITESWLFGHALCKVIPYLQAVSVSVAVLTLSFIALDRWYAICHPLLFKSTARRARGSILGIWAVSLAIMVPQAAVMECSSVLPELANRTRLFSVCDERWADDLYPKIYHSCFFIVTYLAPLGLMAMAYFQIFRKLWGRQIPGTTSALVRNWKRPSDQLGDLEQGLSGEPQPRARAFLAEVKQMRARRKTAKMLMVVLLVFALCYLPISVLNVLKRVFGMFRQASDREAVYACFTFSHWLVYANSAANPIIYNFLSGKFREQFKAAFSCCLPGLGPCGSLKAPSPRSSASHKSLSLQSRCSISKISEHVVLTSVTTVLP
STK33 kinase inh = inhibitors of purified STK33 kinase, primary screen, biochemical, ADP-Glo luminescence, homogeneous, cell-free; Serine/threonine-protein kinase 33 (Homo sapiens), Q9BYT3; MBP phosphorylation; inhibition, % at 10 µM; actives 0.073% (n = 320,000); AID 2661, 2010;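 active = inhibition at or above 25%, using the most active replicate where run in duplicate; inactive = inhibition below 25%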
Target sequence (Q9BYT3 whole entry, looked up): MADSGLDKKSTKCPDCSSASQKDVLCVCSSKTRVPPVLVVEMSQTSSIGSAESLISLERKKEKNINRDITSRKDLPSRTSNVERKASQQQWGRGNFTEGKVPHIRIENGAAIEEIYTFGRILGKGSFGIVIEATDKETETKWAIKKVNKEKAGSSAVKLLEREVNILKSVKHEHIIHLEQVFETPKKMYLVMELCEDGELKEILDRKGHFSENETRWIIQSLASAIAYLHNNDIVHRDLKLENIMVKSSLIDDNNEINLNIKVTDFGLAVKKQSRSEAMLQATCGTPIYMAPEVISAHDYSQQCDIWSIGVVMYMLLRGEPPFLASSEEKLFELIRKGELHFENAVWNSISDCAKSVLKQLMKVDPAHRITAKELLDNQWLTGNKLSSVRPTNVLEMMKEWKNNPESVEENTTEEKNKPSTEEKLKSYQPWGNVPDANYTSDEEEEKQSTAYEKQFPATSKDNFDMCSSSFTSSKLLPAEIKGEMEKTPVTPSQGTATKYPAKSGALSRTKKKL
An asterisk follows results filed as active; . = no result given.

SMILES	OX1R antag	STK33 kinase inh
Fc1ccccc1N1CCN(C2CCCN(Cc3cccc(C(F)(F)F)c3)C2)CC1 (configuration not stated)	6.7	-0.8
Cc1noc(C)c1C(=O)N(CC(=O)Nc1ccccc1Br)Cc1ccco1	3.4	0.5
Cc1ccc(-n2nnnc2-c2nc3ccccc3s2)cc1	11.3	-0.8
COc1ccc(-c2nc(-c3cccnc3)no2)cc1OC	2.1	-2.2
COc1ccc(CNc2nc3ccccc3n2C)c(O)c1	13.3	0.9
Nc1nc(SCc2ccc(Cl)cc2)ns1	34.8	-1.3
COc1ccc(CC2(CO)CCN(Cc3cccc4nccnc34)CC2)cc1	13.7	0.8
Cn1c(-c2cccc(Br)c2)cnc1NCc1ccccc1O	.	-1.5
O=C(Nc1ccc(-c2ccccc2)cc1)c1ccc2c(c1)S(=O)(=O)c1ccccc1C2=O	14.4	-1.4
CCC1Oc2ccccc2N(CC(=O)NCCN2CCCC2)C1=O (configuration not stated)	2.1	0.5
CCOC(=O)C1CCCCN1Cc1ccc(OC)c(OC)c1 (configuration not stated)	18.8	0.3
CC1CN(C(=S)NC(=O)c2ccc(Cl)cc2)CC(C)O1 (configuration not stated)	15.4	-1.4
OCCN1CCN(C(=S)NCCc2ccccc2)CC1	12.5	-1.4
CC(=O)c1c(C)[nH]c(C(=O)NCc2ccc(F)cc2)c1C	6.8	0.3
Cc1ccc(C(=O)NCCCn2ccnc2)cc1[N+](=O)[O-]	9.4	-1.9
COC(=O)C1=C(C)N=c2s/c(=C/c3cccs3)c(=O)n2C1c1ccc(F)cc1 (configuration not stated)	12.9	-0.1
Cc1ccc(OCC(=O)N2N=C(C(F)(F)F)CC2(O)C(C)(C)C)cc1C (configuration not stated)	28.9	-1.1
CCCCn1c(=O)[nH]c(=O)c2c1nc(-c1cc(Br)ccc1OC)n2C	0.5	-1.9
CCOc1ccccc1NC(=O)CCNC(=O)c1ccco1	1.7	-0.5
COc1ccc(C(=O)c2sc3nc(-c4ccccc4)ccc3c2N)cc1	8.2	-1.9
CC1(C)CC(=O)C2=C(C1)NC(=O)CC2c1cc2c(cc1Br)OCO2 (configuration not stated)	20.1	-0.2
CCCCn1c(=O)n(CC(=O)Nc2ccc(OC)c(Cl)c2)c(=O)c2c1nc(CO)n2CCC	22.5	-0.3
O=C(NCC(c1ccco1)N1CCCC1)c1ccc(S(=O)(=O)Nc2ccccc2Cl)cc1 (configuration not stated)	4.4	-0.1
COc1ccc(-n2c3c(c(=O)[nH]c2=O)C(NC(=O)c2ccncc2)(C(F)(F)F)C(=O)N3)cc1 (configuration not stated)	13.9	0.2
O=C(N/N=C/c1cccnc1)c1cc(-c2ccccc2)nc2ccccc12	-3.2	0.2
CCc1ccc(N(C)S(=O)(=O)c2ccc3[nH]cc(C(=O)NCCN4CCOCC4)c(=O)c3c2)cc1	9.7	2.1
O=C(OCCN1CCOCC1)c1cccs1	0.7	1.7
COc1cc2[nH]c(=O)n(CCCCCC(=O)NCCCN3CCOCC3)c(=O)c2cc1OC	-1.8	-0.8
O=C(O)CNS(=O)(=O)c1ccc(C2CCCCC2)cc1	6.3	1.5
C/C(=N\NC(=S)Nc1ccc(C)cc1)c1cccc(N)c1	3.6	-0.5

Three neighbouring records from above, for reference:
SMILES	OX1R antag	STK33 kinase inh
COC(=O)C1=C(C)N=c2s/c(=C/c3cccs3)c(=O)n2C1c1ccc(F)cc1 (configuration not stated)	12.9	-0.1
Cc1ccc(OCC(=O)N2N=C(C(F)(F)F)CC2(O)C(C)(C)C)cc1C (configuration not stated)	28.9	-1.1
CCCCn1c(=O)[nH]c(=O)c2c1nc(-c1cc(Br)ccc1OC)n2C	0.5	-1.9

(next part)
SMILES	OX1R antag	STK33 kinase inh
CCOC(=O)C1CCCN(C(=O)Cn2nc(C)n3nc(-c4ccccc4)cc3c2=O)C1 (configuration not stated)	27.8	-0.6
O=C(CNC(=O)c1ccc(Cl)cc1Cl)OCc1nnc(-c2ccccc2)o1	20.0	-0.3
Cc1ccc(-c2nn(-c3ccccc3)cc2C(=O)N2CCOCC2)cc1C	20.4	0.4
COc1ccc(C(=O)NCc2nnc(SCC(=O)NCc3ccco3)o2)cc1	10.8	8.8
Cc1c(C(=O)NCC2CCCO2)oc2ccc(S(=O)(=O)N3CCCCC3)cc12 (configuration not stated)	20.5	-0.7
COc1ccc(-c2cc(C(=O)OCC(=O)NC(C)(C)C)c3ccccc3n2)cc1	25.8	-0.5
CC(C)(C)[C@H]1C=C(C(=O)N2CCN(Cc3ccc4c(c3)OCO4)CC2)O[C@@H](OCc2ccc(CO)cc2)C1	6.5	-0.1
Cc1ccc(-c2csc(N(CCc3ccccc3)C(=O)COc3ccccc3)n2)cc1	5.2	-1.0
O=C(c1ccccc1[N+](=O)[O-])N1CCCC(C(=O)N2CCCCCC2)C1 (configuration not stated)	14.6	0.2
CCCCN(C(=O)c1ccccc1F)c1c(N)n(CCC)c(=O)[nH]c1=O	16.1	-0.9
O=C(Nc1ccccc1F)c1cc2nc(C(F)F)cc(C(F)F)n2n1	31.5	-0.2
COc1cc(/C=N/NC(=O)c2cccc([N+](=O)[O-])c2)ccc1OCc1ccccc1	6.9	-0.4
CC(OC(=O)COc1ccc(C#N)cc1)C(=O)Nc1ccc(Cl)cn1 (configuration not stated)	9.8	-0.7
CCOC(=O)c1[nH]c2cc3c(cc2c1NC(=O)CN1CC(C)CC(C)C1)OCO3 (configuration not stated)	8.9	-0.8
CCOC(=O)N1CCN(C(=O)CNC(=O)Cn2cnc3ccccc3c2=O)CC1	7.8	-0.7
CCCc1nc2oc3c(NCCOCCO)ncnc3c2c2c1COC(C)(C)C2	13.0	-0.9
CN(Cc1cnn(Cc2ccccc2)c1)C(=O)c1cccc(S(=O)(=O)N2CCOCC2)c1	-0.7	0.0
CCc1ccc(-c2nc(C(N)=O)c3[nH]c(=O)n(-c4ccccc4OC)c3n2)cc1	16.2	-1.7
CC1(C)Cc2c(c(N3CCCC3)nc3sc4c(N5CCN(CCO)CC5)ncnc4c23)CO1	12.9	-0.3
O=C(/C=C/c1ccc(OCCCF)cc1)Nc1ccnc(-c2ccncc2)n1	84.5*	-0.1
Cc1occc1-c1nnc(SCC(=O)NC2CCCC2)n1C	6.1	-1.0
COc1cc2c(cc1OC)C(C)N(C(=O)CCc1c[nH]c3ccccc13)CC2 (configuration not stated)	9.1	1.6
C/C(=N\Nc1nc(N2CCOCC2)nc(N2CCOCC2)n1)c1cccc([N+](=O)[O-])c1	22.6	0.3
CCCCN(CC)S(=O)(=O)c1ccc2c(c1)n(C)c(=O)c(=O)n2C	13.6	0.1
O=C(/C=C/NNC(=O)c1ccc(Br)cc1)c1ccccc1	12.1	-0.9
O=C(COc1ccc(Cl)cc1Cl)NC(=S)Nc1ccccc1C(=O)O	11.6	-1.5
COC(=O)c1c(N(S(C)(=O)=O)S(C)(=O)=O)sc2c1CCN(c1ncc(C(F)(F)F)cc1Cl)C2	12.2	0.4
COc1cccc(C(=O)COc2ccccc2-c2ccccc2)c1	46.0	-0.4
COc1cc(NC(=O)CN2C(=O)c3ccccc3Sc3ccc(C(=O)N4CCOCC4)cc32)cc(OC)c1OC	7.3	-3.1
COC(=O)c1cn(-c2nc(C)c3c(n2)CCC3)nn1	18.7	-2.8

Complete entries as entered above. Values in the order: OX1R antag, STK33 kinase inh
O=C(/C=C/c1ccc(OCCCF)cc1)Nc1ccnc(-c2ccncc2)n1 as listed: 84.5*, -0.1
O=C(NCC(c1ccco1)N1CCCC1)c1ccc(S(=O)(=O)Nc2ccccc2Cl)cc1 (configuration not stated) as listed: 4.4, -0.1
Cc1ccc(C(=O)NCCCn2ccnc2)cc1[N+](=O)[O-] as listed: 9.4, -1.9
Cc1ccc(-n2nnnc2-c2nc3ccccc3s2)cc1 as listed: 11.3, -0.8

Retrieved by compound from the entries so far, two records:
SMILES	OX1R antag	STK33 kinase inh
CCCCN(CC)S(=O)(=O)c1ccc2c(c1)n(C)c(=O)c(=O)n2C	13.6	0.1
COC(=O)c1c(N(S(C)(=O)=O)S(C)(=O)=O)sc2c1CCN(c1ncc(C(F)(F)F)cc1Cl)C2	12.2	0.4

Later entries.
SMILES	OX1R antag	STK33 kinase inh
Cc1ccc(N(CC(=O)NC2CCCCC2)C(=O)CNC(=O)c2ccco2)cc1F	8.1	0.1
Cc1cc(C)cc(NC(=O)CSc2nc3nc(C)cc(C)c3c(=O)[nH]2)c1	11.5	-1.4
CC1CCCCC12NC(=O)N(CC(=O)OCC(=O)NCc1ccc(F)cc1)C2=O (configuration not stated)	5.2	-1.6
CN1/C(=C\C(=O)COC(=O)c2ccccc2O)C(C)(C)c2ccccc21	27.5	-0.7
Cc1ccnc(NC(=O)c2cccc(S(=O)(=O)N3CCCC3)c2)c1	25.7	1.2
O=C(c1ccc(F)cc1)N1CCCN(c2nc(-c3ccccc3)ns2)CC1	37.8	0.0
COCCN(CCOC)C(=O)CC(=O)N(CCOC)CCOC	-1.3	-1.9
O=C(CCNC(=O)c1ccc([N+](=O)[O-])cc1)Nc1cccc(S(=O)(=O)N2CCCCCC2)c1	9.1	-0.1
O=C(Nc1cc(-c2ccccc2)nn1C1CCCCC1)c1ccc(Cl)cc1	16.9	-0.9
Cc1cc(C)n2nc(C)c(-c3ccc(Cl)cc3)c2n1	9.5	-0.7
CC(C)c1nnc(NC(=O)CCC(=O)N2CCN(c3ccc(Cl)cc3)CC2)s1	12.2	2.5
CC(C)(C)NC(=O)CSc1nnc(-c2ccncc2)n1Cc1ccccc1	20.2	-0.1
CCOC(CCNC(=O)c1cn(CCOC)c(=O)c2c1c1ccccc1n2C)OCC	-1.6	-0.5
O=C(O)Cc1sc(-c2ccccc2)nc1-c1cccs1	8.4	1.6
CC(C)CN(Cc1cc(=O)oc2cc3c(cc12)CCCC3)CC(C)C	1.2	-0.9
O=C(CSc1ncccc1-c1nc2ccccc2[nH]1)NCc1ccco1	10.8	0.4
CNc1nc(-c2ccc3c(c2)CCN3C(=O)c2ccccc2C)cs1	-0.4	1.1
COc1ccc(OCCN2C(=O)c3ccccc3C2=O)c([N+](=O)[O-])c1	24.8	-0.5
COCCn1c(SCC(=O)NCCc2ccccc2)nc2c([nH]c3ccccc32)c1=O	8.5	-1.5
Cc1ccc(COc2coc(CN3CCN(C(=O)c4ccco4)CC3)cc2=O)cc1	6.2	.
Cn1nc(C(=O)N2CCN(c3cccc(Cl)c3)CC2)c2c1-c1ccccc1S(=O)(=O)C2	16.8	1.0
O=C(Nc1ccccc1-c1nnc(SCc2ccccc2Cl)o1)c1ccccc1	8.4	-1.9
CCn1ccnc1CNC(=O)c1ccc(OC2CCN(C(=O)COC)CC2)cc1	8.6	.
Cc1cc(C)c(NC(=O)CCCN2CCOCC2)c(C)c1	0.3	-1.6
Cc1cc(C)c2[nH]c(=O)c(CN(Cc3ccco3)C(=S)NCC3CCCO3)cc2c1 (configuration not stated)	15.9	-2.3
Cc1ccc(S(=O)(=O)N2CCN(C(=O)COC(=O)CNC(=O)c3ccc(Cl)cc3Cl)CC2)cc1	8.0	5.7
COCCN(C(=O)CCc1ccccc1OC)c1nnc(-c2cccnc2)s1	5.0	-0.3
CCn1c(=O)c2cc(C(=O)N(C)c3cc(C)ccc3OC)sc2c2ccccc21	4.9	0.5
O=C(CSC1=NS(=O)(=O)c2cc(Cl)ccc2N1)NCc1ccc(F)cc1	14.8	-1.8
CCc1nc(SCC(=O)NCc2ccc(F)cc2)c2c(=O)n(C)c(=O)n(C)c2n1	5.4	-1.6
CCOC(=O)C1(CCOC)CCN(C2C3CC4CC(C3)CC2C4)CC1 (configuration not stated)	8.7	0.1
COC(=O)c1ccccc1NC(=O)Cc1nc(-c2ccccc2)sc1-c1ccc(C)cc1	21.6	-0.2
COCCCn1cc(C(=O)c2cc(Br)ccc2O)cc(C#N)c1=O	5.0	-0.8
CC(=O)c1ccccc1NC(=O)COC(=O)C1CCCN1S(=O)(=O)c1ccccc1F (configuration not stated)	5.9	-0.8
CC(C)C(NC(=O)c1c(F)cccc1F)C(=O)NCC(c1ccccc1)N(C)C (configuration not stated)	9.6	-0.6
CCOC(=O)/C(=C/c1c[nH]c2ccccc12)NC(C)=O	14.6	-1.7
O=C(NCCc1ccccn1)/C(=C/c1ccco1)NC(=O)c1ccccc1	5.6	-2.4
Cc1ccc(-c2nn3c(C)nnc3s2)cc1NC(=O)c1ccc(OC(C)C)cc1	9.0	-1.4
CC(=O)c1ccc(OC(C)C)c(Cc2c(O)nc(N)[nH]c2=O)c1	2.6	1.4
O=C(CCC(=O)NCc1ccccc1)NCc1ccccc1	7.3	-0.6
COc1ccc(-c2csc(NC(=O)CN3C(=O)CCC3=O)n2)cc1OC	0.1	0.6
O=C(CN1CCN(c2ccc(F)cc2)CC1)Nc1ccccc1[N+](=O)[O-]	11.9	-1.3
COc1ccc(NC(C)=O)c2nc(C)c(C)nc12	32.9	0.5
CN(C)N=C1c2cc(S(=O)(=O)N(C)C)ccc2-c2ccc(S(=O)(=O)N(C)C)cc21	14.8	-0.6
CN(C)c1nc(C(N)=O)nc(N2CCOCC2)n1	8.4	-2.7
O=C(Nc1ncccn1)c1cccc(F)c1	13.9	-1.7
O=C(Oc1ccccc1C(=O)Nc1ccccc1)c1ccc(Br)c([N+](=O)[O-])c1	14.8	-1.1
O=C1C(Cc2ccccc2)C(c2ccccc2)N1c1ccccc1 (configuration not stated)	18.3	-0.9
O=C1C[C@H](NC(=O)OCc2ccccc2)CO1	1.7	-1.3
COC(=O)[C@]1(C)N[C@H](CN(C)S(=O)(=O)c2ccc(C(C)(C)C)cc2)[C@@H]2C(=O)N(C)C(=O)[C@@H]21	0.4	.
CC(C)NC(=O)COC(=O)c1ccc(Cl)c(S(=O)(=O)N2CCCC2)c1	9.4	-1.2
Cc1nn(Cc2ccccc2)c2c1C(c1ccco1)C(C#N)=C(N)O2 (configuration not stated)	36.0	13.9
O=c1cc(CO)oc(C(Nc2ccccn2)c2ccc(F)cc2)c1O (configuration not stated)	16.0	-0.1
CN(Cc1ccccc1)Cc1nc2c(c(=O)n(C)c(=O)n2C)n1Cc1ccccc1Cl	5.8	0.4
N#Cc1ccccc1N=C1CCCN1Cc1ccccc1	34.5	-0.2
